TEAD-YAP inh – TEAD-YAP interaction inhibition. HEK-TIYL cells, TEAD-Gal4/YAP UAS-luciferase luminescence. inhibition, % at 9.12 µM. hit rate 1.4% among 640,000; in the data active = inhibition above about 32%;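 also: 0% = median of test compound wells and 100% = reference inhibitor wells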
MITF inh – human MITF inhibition, primary screen; O75030; AlphaScreen MITF homodimerization, bead proximity signal; inhibition, % at 2.6 µM; hit rate 0.91% among 650,000; AID 1259374; in the data active = inhibition above about 50%;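 also: 0% = vehicle wells with protein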
Target sequence (O75030 whole entry, looked up): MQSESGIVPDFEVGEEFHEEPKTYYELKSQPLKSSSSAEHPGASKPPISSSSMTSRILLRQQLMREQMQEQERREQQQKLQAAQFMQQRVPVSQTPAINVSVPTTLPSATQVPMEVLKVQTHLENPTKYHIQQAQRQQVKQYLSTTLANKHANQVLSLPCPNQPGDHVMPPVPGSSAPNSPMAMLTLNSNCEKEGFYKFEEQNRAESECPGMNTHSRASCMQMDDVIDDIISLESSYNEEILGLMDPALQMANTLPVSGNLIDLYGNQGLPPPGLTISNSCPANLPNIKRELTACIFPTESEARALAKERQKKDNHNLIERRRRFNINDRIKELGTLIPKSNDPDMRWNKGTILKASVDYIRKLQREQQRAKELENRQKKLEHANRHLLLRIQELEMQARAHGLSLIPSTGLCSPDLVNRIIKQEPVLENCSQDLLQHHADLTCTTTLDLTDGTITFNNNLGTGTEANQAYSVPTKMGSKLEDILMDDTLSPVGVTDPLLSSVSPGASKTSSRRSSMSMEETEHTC
GPR151 ag – activators of human GPR151; activation, % at 11.2 µM; PathHunter beta-arrestin GPR151 cells, luminescence; hit rate 1% among 650,000; AID 1508602; in the data active = activation above about 4.9%;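 also: 0% = median of compound wells and 100% = cells with positive control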
Target sequence (Q8TDV0 whole entry, looked up): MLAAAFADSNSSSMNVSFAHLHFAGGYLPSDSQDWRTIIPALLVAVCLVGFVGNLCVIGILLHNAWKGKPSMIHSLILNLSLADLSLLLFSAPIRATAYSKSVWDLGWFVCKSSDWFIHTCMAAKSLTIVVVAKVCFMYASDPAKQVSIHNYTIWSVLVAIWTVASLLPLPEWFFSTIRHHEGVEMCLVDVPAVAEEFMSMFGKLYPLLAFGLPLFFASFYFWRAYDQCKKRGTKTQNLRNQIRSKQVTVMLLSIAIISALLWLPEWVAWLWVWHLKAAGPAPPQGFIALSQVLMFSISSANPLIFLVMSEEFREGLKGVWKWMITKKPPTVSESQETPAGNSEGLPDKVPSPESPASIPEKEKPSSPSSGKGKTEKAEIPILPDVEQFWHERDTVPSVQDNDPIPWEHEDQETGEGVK
FBW7 act – human FBW7 E3 ligase activation, primary screen; Q969H0; AlphaScreen FBW7–phospho-cyclin E peptide binding, activator screen; normalized activity (activation), % at 26.1 µM; hit rate 0.13% among 650,000; AID 1259310; in the data active = normalized activity above about 1.9%;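 also: purified mutant Fbw7 with reduced substrate affinity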
Starred values were filed as active, the others as inactive.

SMILES	TEAD-YAP inh	MITF inh	GPR151 ag	FBW7 act
O=C(CC1(O)C(=O)N(Cc2ccccc2)c2ccc(Br)cc21)c1cccnc1 (centres undefined)	19	-1	0.3	-0.1
O=C(CCCCC(=O)NCc1ccc2c(c1)OCO2)NCc1ccc2c(c1)OCO2	3	-15	0.1	-0.1
Oc1ccc(Cl)cc1C1=Nc2ccccc2N=C(c2ccc(F)cc2)C1	-62	16	1.5	0.1
Nc1cc(Cl)ccc1Oc1ccc(Cl)cc1	1	9	-1.1	0.4
CCCOC(=O)C1C2C=CC3(CN(C(C)c4ccccc4)C(=O)C13)O2 (centres undefined)	-2	-16	-0.7	-0.2
CN(C(=O)c1ccc(-n2cnnn2)cc1)c1ccccc1	-3	11	0.3	-0.1
Cc1ccc(-c2nn(CCC(N)=O)c(=O)c3ccccc23)cc1	2	1	-0.2	-0.1
Cc1nccn1CCNC(=O)c1cnn(-c2nccc(-c3cccnc3)n2)c1C	-11	-4	1.6	0.0
CCOC(=O)C1=C(C)N=c2s/c(=C\c3ccc(-c4ccc(Br)cc4)o3)c(=O)n2C1c1ccc(OC)c(OC)c1 (centres undefined)	-4	-1	1.9	-0.1
COc1ccc(COC(=O)C2=C(C)NC3=C(C(=O)CC(C)(C)C3)C2c2cccc([N+](=O)[O-])c2)cc1 (centres undefined)	22	0	-0.5	0.0
COc1c(Cl)cccc1NC(=O)c1cccc([N+](=O)[O-])c1	-12	2	-1.6	0.0
O=C1ON=C(c2ccccc2)/C1=C\c1ccccc1OCc1ccccc1Cl	-10	37	0.4	0.2
CCCn1c(CCC(=O)N2CCOCC2)nc2cccnc21	-4	-7	-0.6	0.0
COc1ccc(O)c(CN2CCC(n3nccc3NC(=O)c3ccccc3OC)CC2)c1	-16	-14	1.9	0.1
CNC(=S)c1ccc2ccccc2n1	6	4	1.0	0.3
COCc1cc(C)nc(SCc2ccccc2Cl)c1C#N	2	-2	0.2	0.3
CCNC(=O)/C(C#N)=C/c1c(Oc2ccccc2Cl)nc2ccccn2c1=O	18	10	-6.1	-0.1
CC(=O)N1CCOc2cc(S(=O)(=O)NCCc3ccc(S(N)(=O)=O)cc3)ccc21	-6	-6	1.4	0.0
CN(C)Cc1cc(-c2ccccc2)ccc1OCC(=O)NCc1nc2ccccc2[nH]1	7	-13	-1.0	0.2
COc1ccc(NC(=O)C2CCN(C(=O)c3ccc(-c4ccccc4)cc3)CC2)c(OC)c1	-7	9	0.6	0.0
O=[N+]([O-])c1ccccc1/C=N/c1ncccn1	8	14	-0.1	0.5
CCOc1ccc(C(=O)NCc2ccccc2Cl)cc1OCC	-1	1	-1.2	0.1
COc1ccc2c(c1)C(C)CC(C)(C)N2C(=O)CSc1n[nH]c(-c2ccccc2)n1 (centres undefined)	5	12	-0.6	0.3
O=[N+]([O-])c1ccc(N2CCCCCC2)c(S(=O)(=O)N2CCCCC2)c1	-3	19	-0.8	-0.1
Cc1ccc(-n2[nH]c(C)c(C=Nc3c(Cl)cc([N+](=O)[O-])cc3Cl)c2=O)cc1	-14	10	0.9	-0.2
COc1ccc(F)c(CN2CCC3(CCC(CNC(=O)c4ccn(C)n4)O3)CC2)c1 (centres undefined)	-2	24	-0.2	0.1
Cc1ccc(C(=O)COC(=O)CCC(=O)Nc2ccc(Oc3cc(C)ccc3C(C)C)cc2)cc1	11	1	-0.8	0.1
CCc1ccc(S(=O)(=O)NCC(c2ccc3c(c2)CCCN3C)N2CCN(C)CC2)s1 (centres undefined)	-2	3	2.0	-0.1
Cc1nnc(/N=C/c2cc(Br)cc(Br)c2O)s1	-6	1	1.8	0.1
C/C(=N/NC(=O)CN1CCN(Cc2ccccc2Cl)CC1)c1ccc(Cl)cc1	5	25	1.0	0.0
COc1ccc(C(C)(C)C)cc1NC(=O)c1cc(C)on1	1	-18	-1.6	-0.1
COc1ccc(/C(N)=N/OC(=O)COc2ccc(Br)c(C)c2)cc1OC	-1	8	0.2	0.0
COc1cc(NCCNC(=O)Nc2ccc(C)c(F)c2)nc(OC)n1	-13	-3	0.8	0.0
Cc1occc1C(=O)N(CC(C)C)CC(C)C	3	-2	0.5	-0.1
N#CC1=C(N)Oc2n[nH]c(-c3cccc([N+](=O)[O-])c3)c2C1c1ccc(F)cc1 (centres undefined)	1	9	-0.5	-1.0
COc1cc(/C=C2/C(=N)N3OC(C)=CC3=NC2=O)ccc1OCC(C)C	2	-5	0.4	0.2
CC(C)C(NC(N)=O)C(=O)NC1CCCCC1 (centres undefined)	4	-1	2.0	-0.1
O=C(N/C(=C\c1ccco1)C(=O)N1CCOCC1)c1cccc(Br)c1	-3	18	0.2	-0.1
O=C(Nc1c(C(=O)NCc2ccccc2)cnn1-c1ccccc1)c1cccc(F)c1	6	-2	0.1	-0.1
O=C(C1CCCCC1)N(c1ccccc1)C1C=CS(=O)(=O)C1 (centres undefined)	-10	1	2.1	0.1
NS(=O)(=O)c1ccc2nc(NC(=O)c3ccc(S(=O)(=O)N4CCc5ccccc5C4)cc3)sc2c1	-1	-2	-1.0	0.0
NC(=O)c1ccccc1Nc1cc(NC(=O)Cc2ccc(F)cc2)ncc1F	15	15	-0.9	0.4
O=C(CSc1ccccc1)N1CCC(CO)(CCOc2ccccc2)CC1	-4	-15	-0.7	-0.2
C=CCc1cccc2cc(C(=O)Nc3ccc(I)cc3)c(=O)oc12	-2	6	-0.7	0.2
O=C1CSc2ccccc2N1	-5	-4	-0.1	-0.1
Cc1cc(=O)oc2c1c(C)nn2-c1ccc(F)c(Cl)c1	1	15	-0.5	0.0
CCOc1cc2[nH]c(=S)n(CCCC(=O)NC(C)CC)c(=O)c2cc1OCC (centres undefined)	3	1	0.2	0.3
O=C(COC(=O)c1cc([N+](=O)[O-])ccc1NCCO)Nc1cccnc1Cl	-2	17	-0.7	0.0
C[C@@H]1CN(Cc2ccc3c(c2)CN(C2CCSCC2)CCO3)C[C@H](C)O1	0	5	1.0	-0.1
CN(C)N1C(N)=C(C#N)C(c2ccc(Br)cc2)C2=C1CC(c1ccccc1)CC2=O (centres undefined)	-4	2	0.3	-0.1
Cc1ccccc1NC(=O)C1(N(Cc2ccccc2)C(=O)Cc2nc(N)n[nH]2)CCCCC1	0	79*	-0.6	-0.7
O=C(CCCc1ccccc1)Nc1ccccc1C(=O)O	-51	-9	-6.2	-0.2
CC1(C)CC(=O)C2=C(C1)NC1=C(C(=O)CC(C)(C)C1)C2c1ccc(OCc2ccccc2Cl)cc1	-14	3	-0.4	1.1
Cc1ccc2c(c1)c1nnc(SCC(=O)N3CCC(C)CC3)nc1n2C	-13	0	1.0	0.0
CCN(CC)C(=O)N1CCC(NC(=O)c2ccc(C(C)(C)C)cc2)CC1	9	0	3.5	0.1
CN(C)S(=O)(=O)c1ccc(C(=O)OCc2nc3ccccc3s2)cc1	-5	-2	6.9*	-0.1
COCCN(Cc1cc2cc3c(cc2nc1Cl)OCO3)C(=O)Nc1cccc(OC)c1	-1	-6	0.6	0.3
COc1cccc(C(c2sc3nc(-c4ccco4)nn3c2O)N2CC(C)OC(C)C2)c1 (centres undefined)	-7	10	-0.1	0.1
CCCCNS(=O)(=O)c1ccc(NC(=O)N2CCCC2)cc1	-2	16	-0.8	0.4
CCOC1=NN(c2ccc([N+](=O)[O-])cc2)C(=O)/C1=C\c1cccc(OC)c1	-10	8	-1.0	-0.1
Other compounds:
SMILES	TEAD-YAP inh	MITF inh	GPR151 ag	FBW7 act
Cc1cc(C)c2oc(-c3cccc(NC(=S)NC(=O)c4oc5ccccc5c4C)c3)nc2c1	-1	-5	-1.1	0.0
O=C(CN1CCCCCC1)Nc1ccccc1N1CCCCC1	6	31	-0.7	-0.1
Fc1cccc(F)c1-c1nc2ccccc2[nH]1	-54	5	-3.0	-0.1
CSc1ccccc1NC(=O)c1cc(-c2cccc(O)c2)on1	-22	2	-0.3	0.0
CC(=O)Nc1ccc2nc(SCC(=O)Nc3c(C)cc(C)cc3C)sc2c1	10	-3	0.2	0.1
Cc1ccc(S(=O)(=O)Nc2ccc(C(=O)O)cc2)cc1	4	1	-0.2	0.0
CCOC(=O)c1c(C)oc2c1c(C(c1ccncc1)N1CCOCC1)c(O)c1ccccc12 (centres undefined)	-70	20	4.3	-0.1
COc1ccc(Cn2c(=S)[nH]c3cc(C(=O)Nc4ccc(OC)cc4)ccc3c2=O)cc1	-14	-5	-0.5	-0.2
Cn1cc(Br)c(C(=O)NC2CCCCC2)n1	1	5	0.5	-0.1
CCc1ccccc1NC1=NCC(=O)N1Cc1cccs1	-6	0	-0.6	0.0
CC1(C)Oc2ccc(C(=O)N3CCOCC3)cc2N(Cc2ccc([N+](=O)[O-])cc2)C1=O	-5	0	0.0	-0.2
O=C(NCc1ccncc1)C(=O)Nc1ccc(Br)cc1F	13	12	1.2	0.1
Cc1ccc(-n2[nH]c(C)c(C=Nc3ccc(S(=O)(=O)Nc4nccs4)cc3)c2=O)cc1C	17	14	-1.5	-0.1
Cc1ccc(-n2c(SCC(=O)Nc3ccc(C)c(Cl)c3)nc3[nH]ncc3c2=O)cc1	27	2	1.6	0.0
CC(=O)Nc1ccc(C(=O)Nc2ccc(-c3cc(-c4ccc(NC(=O)c5ccc(NC(C)=O)cc5)cc4)nc(-c4ccccc4)n3)cc2)cc1	2	10	-0.6	0.4
COc1ccc(-c2nc(N)s[n+]2-c2ccccc2)cc1	-30	18	-1.4	0.2
CN(C)c1ccc(-c2nc3ccc(N)cc3[nH]2)cc1	78*	21	-9.2	-0.1
CCOc1ccccc1Nc1nc2ccc(Cl)cc2n2nnnc12	0	8	0.9	0.6
CC(=O)N1C(=O)/C(=C2\SC(=S)N(C(C)C(=O)O)C2=O)c2ccccc21 (centres undefined)	-2	-12	-1.3	-0.1
O=C(Nc1nc(-c2ccc(Br)s2)cs1)c1ccc(S(=O)(=O)N2CCOCC2)cc1	8	11	2.0	0.0
C/C(=N/OCO/N=C(\C)c1cccc([N+](=O)[O-])c1)c1cccc([N+](=O)[O-])c1	4	19	0.2	0.1
Cc1ccc2occ(CN3CCc4nc(N5CCCC(C)C5)[nH]c(=O)c4C3)c(=O)c2c1 (centres undefined)	1	-14	0.1	0.2
O=C(c1ccc(F)cc1)C1CCN(C(=O)c2ccccc2)CC1	5	0	-0.4	-0.1
N#C/C(=C\c1ccc(Br)o1)c1nc(-c2ccccc2)cs1	-1	-4	1.3	0.2
COc1ccc(C2CC(=O)C3=C(C2)Nc2ccccc2NC3c2ccc(C)cc2)cc1 (centres undefined)	-11	3	-0.6	-0.1
Cc1c(C(=O)Nc2ccccc2F)sc2ncn(CC(=O)N3CCCCC3)c(=O)c12	3	10	-0.5	0.0
CCOC(=O)C1CCN(C(=O)c2sc3ncn(CC(=O)Nc4ccc(C(C)C)cc4)c(=O)c3c2C)CC1	7	10	0.9	0.0
C[C@H]1NC(=O)[C@H]2CN(C(=O)OCc3ccccc3)CCN2C1=O	-3	4	-0.3	-0.1
Cc1ccc(C(=O)COC(=O)C2(C)CC2(Cl)Cl)cc1C (centres undefined)	-32	7	0.9	0.6
O=C(Cn1ncc2ccc(Cl)cc21)NC1CCCCCC1	-1	2	-0.5	0.0
CS(=O)c1ccc2c(c1)CCN2S(=O)(=O)c1cccc(C(F)(F)F)c1 (centres undefined)	-8	-3	-1.2	-0.1
O=C(CCCOc1ccccc1)N1CCN(c2ccc([N+](=O)[O-])cc2)CC1	12	2	-0.9	-0.1
CCOc1ccccc1CN1CCN(Cc2cccc(F)c2F)CC1CCO (centres undefined)	-2	-13	-0.4	0.1
CCN(CCCNC(=O)c1ccc(Cn2c(=S)[nH]c3cc4c(cc3c2=O)OCO4)cc1)c1ccccc1	8	14	-0.7	0.1
CC(=O)c1ccc(OC(=O)c2cccc([N+](=O)[O-])c2C)cc1	9	11	-0.9	0.5

Of the compounds above, these contain bromine.
SMILES	TEAD-YAP inh	MITF inh	GPR151 ag	FBW7 act
O=C(CC1(O)C(=O)N(Cc2ccccc2)c2ccc(Br)cc21)c1cccnc1 (centres undefined)	19	-1	0.3	-0.1
CCOC(=O)C1=C(C)N=c2s/c(=C\c3ccc(-c4ccc(Br)cc4)o3)c(=O)n2C1c1ccc(OC)c(OC)c1 (centres undefined)	-4	-1	1.9	-0.1
Cc1nnc(/N=C/c2cc(Br)cc(Br)c2O)s1	-6	1	1.8	0.1
COc1ccc(/C(N)=N/OC(=O)COc2ccc(Br)c(C)c2)cc1OC	-1	8	0.2	0.0
O=C(N/C(=C\c1ccco1)C(=O)N1CCOCC1)c1cccc(Br)c1	-3	18	0.2	-0.1
CN(C)N1C(N)=C(C#N)C(c2ccc(Br)cc2)C2=C1CC(c1ccccc1)CC2=O (centres undefined)	-4	2	0.3	-0.1
Cn1cc(Br)c(C(=O)NC2CCCCC2)n1	1	5	0.5	-0.1
O=C(NCc1ccncc1)C(=O)Nc1ccc(Br)cc1F	13	12	1.2	0.1
O=C(Nc1nc(-c2ccc(Br)s2)cs1)c1ccc(S(=O)(=O)N2CCOCC2)cc1	8	11	2.0	0.0
N#C/C(=C\c1ccc(Br)o1)c1nc(-c2ccccc2)cs1	-1	-4	1.3	0.2

Bioassay records (PubChem BioAssay)

Hits appear at their usual frequency. Share with any hit: about 3.4%.
